Abeta yeast res: restores growth of yeast expressing A-beta42 peptide. yeast expressing A-beta42, growth rescue, OD600, 48 h; response scale: 0% DMSO, 100% iron-clioquinol control. AID 1347071. hit rate 0.063% among 410,000. Potency, µM (highest dose often 46.1 µM), for inactives: at the highest dose growth rescue, hits mostly activators; further: nearly all actives have a fitted effect of over 55% in size
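Growth rescue measured by 600 nm absorbance after 48 h yeast culture at 30 C with compound. Values normalized between DMSO and an equimolar ferric chloride plus clioquinol control.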
FUS yeast rescue: suppressors of FUS proteinopathy in yeast; AID 1347120; Potency, µM (top dose mostly 76.6 µM), for the others: top-dose growth rescue (activation), usual class: activators; S. cerevisiae FUS-expressing, growth rescue, OD600, 24 h; hit rate 0.24% among 390,000;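 further: plate controls were DMSO vehicle for no effect and reference control for full effect; nearly all actives have a fitted effect of over 55% in size; some results filed as inactive show a strong effect at the top dose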
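FUS-expressing yeast, raffinose-pregrown, induced in 2% galactose minimal medium at OD 0.005; compounds in a dilution series, 24hr at 30C. Growth restoration read as absorbance at 600 nm. CP55940 positive control, DMSO negative.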
Active calls of the source: *; ? = inconclusive; [ ] = dose if it differs, or a comment. The call rests on the fitted dose curve; in most records, active means well fitted activation curve with a large enough effect; inconclusive means small, poorly fitted or top-dose-only effect; inactive means no such curve, though single readings can be large or run the other way. Potency means the concentration at half of the fitted maximal effect. An excerpt. The share of hits here may be higher or lower than overall.

Sample of the layout, 6 compounds:
The line under a structure holds: FUS yeast rescue, Abeta yeast res
- CCC(C)NC(=O)c1ccc2c(=O)n3c(nc2c1)CCCCC3 (centres undefined)
    -16%, -6%
- CCc1cccc2c(-c3ccccc3)nc(SCC(=O)Nc3ccccc3OC)nc12
    -21%, -4%
- CN(Cc1ccccc1)C(=O)C1CCC(CNS(=O)(=O)c2ccc3c(c2)CCCC(=O)N3)CC1 (centres undefined)
    42%, -8%
- Cc1ccc(OCC(=O)NCC2(N3CCOCC3)CCCCC2)cc1C
    -2%, -6%
- CCOC(=O)CSc1nnc2n(-c3ccccc3)c(=O)c3c4c(sc3n12)COC(C(C)C)C4 (centres undefined)
    5%, -3%
- CCCCN(C)S(=O)(=O)c1cc(-c2cc(C)no2)ccc1C
    35%, -10%

All compounds of this part, from the start:
The line under a structure holds: FUS yeast rescue, Abeta yeast res
- CCC(C)NC(=O)c1ccc2c(=O)n3c(nc2c1)CCCCC3 (centres undefined)
    -16%, -6%
- CCc1cccc2c(-c3ccccc3)nc(SCC(=O)Nc3ccccc3OC)nc12
    -21%, -4%
- CN(Cc1ccccc1)C(=O)C1CCC(CNS(=O)(=O)c2ccc3c(c2)CCCC(=O)N3)CC1 (centres undefined)
    42%, -8%
- Cc1ccc(OCC(=O)NCC2(N3CCOCC3)CCCCC2)cc1C
    -2%, -6%
- CCOC(=O)CSc1nnc2n(-c3ccccc3)c(=O)c3c4c(sc3n12)COC(C(C)C)C4 (centres undefined)
    5%, -3%
- CCCCN(C)S(=O)(=O)c1cc(-c2cc(C)no2)ccc1C
    35%, -10%
- O=C(O)c1cc(-n2c(/C=C\c3ccc(F)cc3)nc3ccccc3c2=O)ccc1Cl
    43%, -11%
- Cc1ccc(-n2ncc(C(=O)N3CCN(c4ccccc4F)CC3)c2C2CCN(C(=O)OC(C)(C)C)CC2)cc1C
    20%, -14%
- CCC(C(=O)N1CCN(c2ccccc2)CC1)n1nc(C)n2c(cc3sccc32)c1=O (centres undefined)
    -13%, -5%
- Cc1ccc(C)c(N2CCN(C(=O)c3cc4cc5ccc(C)cc5nc4s3)CC2)c1
    -27%, 0%
- Cc1nn(C(C)C(=O)N2CCN(c3ccc(F)cc3)CC2)c(=O)c2c1sc1ccccc12 (centres undefined)
    -15%, -1%
- CCOC(=O)N1CCN(c2ncc3c(n2)CC(c2ccccc2O)CC3=O)CC1 (centres undefined)
    -3%, -22%
- COc1ccc(S(=O)(=O)n2nc(-c3ccco3)nc2NCc2ccc(C(C)C)cc2)cc1
    19%, 0%
- CC(C)OC(=O)c1c(NC(=O)c2cc3nc(-c4ccccc4)cc(C(F)(F)F)n3n2)sc2c1CCCC2
    26%, -12%
- C=C(C)Cn1c(SCC(=O)Nc2cccc(Cl)c2)nc2sc3c(c2c1=O)CCCC3
    19%, -17%
- CN(c1ccc(Cl)cc1)S(=O)(=O)c1nnc(NC(=O)C2CCCCC2)s1
    -28%, -12%
- Cc1ccc(CNC(=O)CCc2c(C)nn(-c3ccc(N4CCCCC4)nn3)c2C)cc1
    15%, 8%
- CCc1cccc(CC)c1NS(=O)(=O)c1ccc2c(c1)CCN2C(=O)C1CC1
    21%, -3%
- CCN(CC)c1ccc2cc(-c3nc4sc5c(c4c(=O)[nH]3)CCC(C(C)(C)C)C5)c(=O)oc2c1 (centres undefined)
    -10%, 15%
- CC(C)c1nn2c(=O)cc(COC(=O)c3ccc(NC(=O)c4cccs4)cc3)nc2s1
    -16%, -5%
- CC(C)c1ccc(S(=O)(=O)c2nnn3c2nc(NCc2cccs2)c2sccc23)cc1
    -12%, 1%
- CCC1=C(c2ccc(C)cc2)S(=O)(=O)N=C1N1CCC(C(=O)Nc2ccccc2C(=O)OC)CC1
    -7%, 19%
- Cc1c(Cl)cccc1NC(=O)Nc1c[nH]c(=O)[nH]c1=O
    -1%, -8%
- CC1CCN(S(=O)(=O)c2ccc3c(ccc(=O)n3CC(=O)Nc3ccc(C(C)C)cc3)c2)CC1
    -2%, -3%
- CCS(=O)(=O)c1nc(S(=O)(=O)c2ccc(C)cc2)c(NC(C)c2ccccc2)s1 (centres undefined)
    ?, 6%
- CCCCc1ccc(NC(=O)c2ccc(=O)n(Cc3cccc(C)c3)c2)cc1
    4%, 11%
- O=C(NC1CCCCC1)c1ccc(CSc2nc3cccnc3n2Cc2ccccc2F)cc1
    17%, -17%
- Cc1ccc2c(c1)N(C(=O)N1CCC(C(=O)NCc3ccccc3C)CC1)CC(C)O2 (centres undefined)
    10%, 23%
- CCCN(CCC)CCNC(=O)c1ccc2c(c1)NC(=O)C(CS(=O)(=O)Cc1cccc(Br)c1)N2 (centres undefined)
    37%, -9%
- COc1ccc(OC)c(CNc2ncnc3onc(C)c23)c1
    -31%, -32%[inhibitor]

New compounds follow.
The line under a structure holds: FUS yeast rescue, Abeta yeast res
- COCCNC(=O)c1ccc2nc(CCc3ccccc3)oc2c1
    -4%, -35%[inhibitor]
- CC(=O)Nc1c(C)nn(-c2ccccc2)c1N1CCC(C(=O)Nc2ccc(F)cc2Cl)CC1
    -12%, -1%
- CCN(Cc1ccccc1)C(=O)c1nc(-c2cccc(F)c2)n2c1CCCCC2
    19%, -9%
- COc1ccccc1CNC(=O)CC(c1ccc(C)cc1)N1Cc2ccccc2C1=O (centres undefined)
    18%, -1%
- CCOc1ccccc1NC(=O)c1cc(=O)c2ccc(C)cc2o1
    9%, -1%
- CCc1ccc(NC(=O)c2ccc3c(O)c(S(=O)(=O)c4ccccc4)c(=O)[nH]c3c2)cc1
    -8%, -3%
- CCc1cccc(C)c1Nc1c(-c2ccccc2)nc2sccn12
    11%, 3%
- COc1ccc(S(=O)(=O)NCCCO)cc1-c1nnc2c3ccccc3c(C)nn12
    -18%, -17%
- Cc1ccc(S(=O)(=O)Nc2nc3n(n2)C(c2ccc(Cl)cc2)C=C(c2ccccc2)N3)cc1 (centres undefined)
    12%, 3%
- Cc1ccc(NC(=O)N2CCN(C(=O)c3nsc4ccccc34)CC2)cc1C
    21%, 8%
- CC1=Nc2cc(C(=O)NCc3ccccc3Cl)ccc2Sc2c(C)ccc(C)c21
    32%, -16%
- CCN(CC)c1cc2c(cc1F)c(=O)c(S(=O)(=O)c1cccc(C)c1)cn2C
    -3%, -3%
- CCc1nn2c(=O)cc(COC(=O)c3cccc(NC(=O)c4cccs4)c3)nc2s1
    19%, -9%
- O=C(Nc1ccc(C(F)(F)F)cc1)c1cc(S(=O)(=O)N2CCCc3ccccc32)ccc1F
    ?, 10%
- COc1ccc2nc3sc(C(=O)Nc4ccccc4F)cc3cc2c1
    -20%, -10%
- CN(C)S(=O)(=O)c1ccc2c(c1)N(CC(=O)Nc1ccc(OC(F)(F)F)cc1)C(=O)CS2
    2%, -13%
- COc1ccccc1CNC(=O)CCCN1C(=O)CSc2c1c(C)nn2-c1ccccc1
    3%, -9%
- COc1ccc(CNS(=O)(=O)c2cnc(N)nc2)c(OC)c1
    -14%, -13%
- CC1=C(C(=O)Nc2ccc(C)cc2C)C(c2cc(Br)ccc2F)n2ncc(C(=O)Nc3ccc(C)cc3)c2N1 (centres undefined)
    0%, -8%
- CC(=O)c1cccc(NC(=O)c2ccc3nc(C(C)C)oc3c2)c1
    8%, 4%
- CCOc1ccc(C2CC(=O)NC(NC(=O)c3ccc(C)cc3)=N2)cc1 (centres undefined)
    -4%, 21%
- COc1ccccc1N1CCN(CC(O)COc2ccc(C)cc2C(C)(C)C)CC1 (centres undefined)
    18%, 17%
- COc1ccc(C2CC(=O)c3cc(-c4nc(-c5ccc(C)cc5)cs4)c(=O)[nH]c3C2)cc1 (centres undefined)
    19%, -3%
- COc1cccc(NC(=O)C(Cc2ccccc2)NS(=O)(=O)c2ccc3c(c2)oc(=O)n3C)c1 (centres undefined)
    13%, -11%
- CCOc1ccc(NC(=O)CSc2nc3c([nH]c4ccccc43)c(=O)n2-c2cc(C)cc(C)c2)cc1
    -11%, -4%
- COc1ccc(C2c3c(n(C)c4ccccc34)C(=O)N2CC(=O)Nc2ccc(C)c(Cl)c2)cc1 (centres undefined)
    34%, -13%
- CCOc1ccc(-c2nc(CSCC(=O)N3CCN(c4cccc(C(F)(F)F)c4)CC3)c(C)o2)cc1
    22µM*, -5%
- O=C(c1cccc([N+](=O)[O-])c1)N1c2ncnn2C2(CCCCC2)[C@@H]2CCCC[C@@H]21
    21%, 28%
- COc1ccc(S(=O)(=O)c2cnc3cc(OC)c(OC)cc3c2N2CCCC(C)C2)cc1 (centres undefined)
    ?, -7%
- Cc1ccc(CNC(=O)c2ccc3c(c2)nc(C)n3-c2cc(C)cc(C)c2)cc1
    43%, 2%

New compounds follow
The line under a structure holds: FUS yeast rescue, Abeta yeast res
- COc1ccc(-c2ccc(=O)n(CC(=O)NCCc3ccccc3)n2)cc1
    2%, 5%
- Cc1ccc(-c2nnc(Nc3ccc(Cl)cc3)c3ccccc23)cc1S(=O)(=O)NCC1CCCO1 (centres undefined)
    ?, -1%
- O=C(NCc1cccnc1)c1nn(-c2ccc(Cl)cc2)nc1CO
    -1%, -13%
- CCN(CC)S(=O)(=O)c1cc(-c2onc(C)c2C)ccc1OC
    13%, 5%
- CCOC(=O)c1cc2c(=O)n3ccccc3nc2n(CC2CCCO2)c1=NC(=O)c1ccc(C(C)(C)C)cc1 (centres undefined)
    27%, -2%
- COc1ccc(C(=O)NCCn2cc(SCc3cccc(F)c3)c3ccccc32)cc1OC
    ?, -1%
- CCOc1cc(-c2nnc(SCC(=O)NCc3ccccc3)nc2-c2ccc(OC)c(OCC)c2)ccc1OC
    24%, 7%
- Cc1ccc(Sc2c(C)nn(C(C)(C)C)c2OC(=O)CC(C)C)cc1
    14%, -1%
- Cc1nc2nc(SCC(=O)NCc3ccccc3)nn2c(C)c1Cc1ccccc1Cl
    ?, -14%
- COC(=O)c1c(C)oc2ccc(N(C(=O)c3ccncc3)S(=O)(=O)c3ccc(OC)cc3)cc12
    21%, -5%
- COc1ccc(CSc2nc3ccncc3n2CC(=O)Nc2cc(C)cc(C)c2)cc1
    ?, -13%
- COCCn1c(SCC(=O)Nc2cccc(C)c2C)nc2c(oc3ccccc32)c1=O
    -3%, -17%
- O=C(c1ccccc1)N1CCCCC1CCN1CCCCC1 (centres undefined)
    -1%, -9%
- CCc1ccc(NC(=O)CSc2nccn2-c2cccc(C)c2C)cc1
    32%, -4%
- Cc1ccc(NC(=O)C2CC(=O)N(c3ccc(OC(C)C)cc3)C2)cc1 (centres undefined)
    22%, -6%
- COc1ccccc1-c1cc2nc(C)c(CCC(=O)NCc3cccc(Cl)c3)c(C)n2n1
    11%, -23%
- CC1=C(C(=O)Nc2ccc(C)cc2C)C(c2ccc(C(=O)O)cc2)n2nc(SCc3ccccc3)nc2N1 (centres undefined)
    23%, -18%
- CCCCOc1ccccc1NC(=O)CC1Sc2ccccc2NC1=O (centres undefined)
    -13%, -9%
- O=C(CSc1ccc(-c2cccs2)nn1)Nc1ccccc1C(F)(F)F
    29%, -8%
- CCOc1ccc(NS(=O)(=O)c2ccc3[nH]cc(C(=O)NCc4ccco4)c(=O)c3c2)cc1
    1%, -4%
- CCCOc1cccc(C(=O)N2CCCCC2CCN2CCCCC2)c1 (centres undefined)
    9%, -13%
- Cc1ccc(Cn2c(CNS(=O)(=O)c3cccc([N+](=O)[O-])c3)nc3cccnc32)cc1
    30%, 0%
- CCOC(=O)c1ccc(NC(=O)CCS(=O)(=O)c2ccc(C)cc2)cc1
    27%, -7%
- O=C(Nc1ccccc1C(F)(F)F)c1ncoc1-c1ccco1
    -4%, -14%
- CC(C)(C)C(=O)Cn1c(=O)n(CCCCCC(=O)NCc2ccccc2Cl)c(=O)c2sccc21
    43%, 3%
- COc1ccc(-n2ncc3c2ncn2nc(-c4ccc(Cl)cc4Cl)nc32)cc1
    -1%, -9%
- CCOC(=O)c1ccc(NC(=O)c2c(C)nn(-c3ccc(F)cc3)c2-n2cccc2)cc1
    5%, -14%
- COCCCNC(=O)Cn1c(=O)n(CCCC(=O)NCc2ccc(C)cc2)c(=O)c2ccccc21
    -2%, -1%
- O=C(CSc1nc(-c2ccco2)nc2cc(=O)[nH]n12)Nc1ccc(F)cc1
    24%, 7%
- CCOc1ccc(CCNC(=O)c2cn(CC)c3ccc(S(=O)(=O)N4CCCCCC4)cc3c2=O)cc1OCC
    ?, 6%

The list goes on:
The line under a structure holds: FUS yeast rescue, Abeta yeast res
- COC(=O)c1ccc(N2C(=O)Cc3cc(OC)c(OC)cc3C2c2ccc(F)cc2)cc1 (centres undefined)
    ?, -18%
- CCc1ccc2occ(CC(=O)Nc3nnc(C)s3)c2c1
    7%, 4%
- CCCCN(c1ccccc1)c1ncnc2c1cnn2-c1ccc(Cl)cc1
    -21%, 3%
- COc1ccc(CCNC(=O)CSc2cn(CCNC(=O)c3ccccc3F)c3ccccc23)cc1OC
    ?, -12%
- Cc1ccc(CNC(=O)c2nnn(CC(=O)Nc3cc(C)ccc3C)c2N)cc1
    -13%, 4%
- COc1ccc(C2C=C(c3ccccc3)Nc3nc(NS(=O)(=O)c4ccc(Cl)cc4)nn32)cc1 (centres undefined)
    ?, -8%
- Cc1ccc(S(=O)(=O)c2nnn3c2nc(NCc2ccccc2Cl)c2sccc23)cc1
    5%, -13%

Screening data deposited in PubChem by National Center for Advancing Translational Sciences (NCATS).
